Tb MetRS inh = T. brucei MetRS inhibitors, primary screen, biochemical, luminescence | purified T. brucei MetRS, ATP depletion, Kinase-Glo luminescence | inhibition, % at 11.9 µM | 360,000 compounds, 0.4% hits | AID 624268, 2012;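 active = inhibition above a per-plate cutoff of the control wells' mean inhibition plus 3 SD, cut at about 5.5% in these data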;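 note: 0% = DMSO wells median and 100% = median of wells with control inhibitor compound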
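Measured by: Kinase-Glo luciferase luminescence reporting remaining unconsumed ATP. Material: purified T. brucei MetRS enzyme. Doses: 11.9 µM compound single dose, 0.9% DMSO. Medium: HEPES buffer containing pyrophosphatase, BSA, spermine, DTT. Times: 15 min preincubation, 2 h reaction, all 25 °C. Reagent: methionine, ATP and bulk E. coli tRNA.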
Rpn11 inh = Rpn11 (PSMD14) deubiquitinase inhibitors, primary screen, biochemical, fluorescence polarization, uHTS | human 26S proteasome, Ub4-pepOG fluorescence polarization; 20S core pre-blocked with epoxomicin | calls only at 20 µM | 26S proteasome non-ATPase regulatory subunit 14 (Homo sapiens), O00487 | 360,000 compounds, 0.59% hits | AID 588493, 2011;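 active = inhibition at 20 µM, scaled to each plate's controls, above about 33%, limit read from the data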
Target sequence (O00487 whole entry, looked up): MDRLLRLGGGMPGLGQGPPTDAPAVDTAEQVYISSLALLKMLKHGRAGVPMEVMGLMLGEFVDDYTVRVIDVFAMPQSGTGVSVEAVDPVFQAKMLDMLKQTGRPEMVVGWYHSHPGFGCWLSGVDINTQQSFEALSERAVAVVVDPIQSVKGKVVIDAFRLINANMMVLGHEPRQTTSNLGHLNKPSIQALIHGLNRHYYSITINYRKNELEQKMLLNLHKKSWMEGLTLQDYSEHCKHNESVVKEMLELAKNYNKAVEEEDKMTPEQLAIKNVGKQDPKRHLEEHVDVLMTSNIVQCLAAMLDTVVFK
LMPTP inh = LMPTP phosphatase inhibitors, primary screen, biochemical, fluorescence intensity, uHTS | Low molecular weight phosphotyrosine protein phosphatase (Homo sapiens), P24666 | recombinant LMPTP-A, OMFP fluorogenic substrate | inhibition, % at 20 µM | 360,000 compounds, 0.22% hits;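 active = compounds that cut the enzyme signal by at least half of the control window in the single-dose screen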;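 note: plate controls were DMSO wells with enzyme plus substrate for no effect and substrate without enzyme for full effect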
Target sequence (P24666 whole entry, looked up): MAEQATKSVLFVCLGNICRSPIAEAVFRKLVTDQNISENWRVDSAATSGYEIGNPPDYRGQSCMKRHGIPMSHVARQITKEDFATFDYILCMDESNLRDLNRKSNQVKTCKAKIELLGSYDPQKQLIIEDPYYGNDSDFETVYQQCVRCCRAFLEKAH
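Assay system: LMPTP-A phosphatase enzyme | Input: 0.625 nM enzyme | Also added: Fluorogenic phosphatase substrate OMFP at 400 µM final | Compound dosing: One test concentration per compound, 20 µM, with 3% DMSO overall | Schedule: 50 min enzyme reaction at room temperature, protected from light | Signal: Fluorescence intensity | Benchmarks: no-enzyme and uninhibited controls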
STEP inh = STEP phosphatase inhibitors, primary screen, biochemical, fluorescence intensity, uHTS. 360,000 compounds, 0.25% hits. AID 588621, 2011. inhibition, % at 20 µM. recombinant STEP, OMFP fluorogenic substrate;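 active = inhibition at 20 µM, scaled per plate between control wells, above about 37%, limit read from the data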;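 note: 0% = DMSO with enzyme and substrate and 100% = substrate only without enzyme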
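medium = Bis-Tris buffer pH 6.0, 2.5 mM DTT, 0.005% Tween 20 | test system = STEP (striatal-enriched tyrosine phosphatase) enzyme, cell-free | measure = normalized % inhibition | compound dosing = 20 µM, 1% DMSO | also added = 25 µM OMFP | schedule = reaction 20 min, ambient temperature | measured by = fluorescence read at 480 nm ex / 540 nm em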
DNMT1 inh = human DNMT1 methyltransferase inhibitors, primary screen, biochemical, molecular beacon, fluorescence, HinP1I cleavage, uHTS | 360,000 compounds, 0.83% hits | inhibition (reported as % activation of signal), % at 10 µM | DNA (cytosine-5)-methyltransferase 1 (Homo sapiens), P26358; in the data active = inhibition above about 50%
CSN inh = inhibitors of CSN-mediated cullin deneddylation, primary screen, biochemical, fluorescence polarization, uHTS | Purified CSN, SCF-Nedd8-OG deneddylation | inhibition, % at 12.5 µM | 360,000 compounds, 0.38% hits | AID 651999, 2013;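 active = pattern-corrected inhibition above about 35%, with an unprinted fluorescence ratio check between 0.5 and 1.5, limit read from the data, passing the limit was not always enough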;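 note: 0% = enzyme with substrate and 100% = substrate without enzyme; some results filed as inactive read as strong as hits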
Target sequence (Q92905 whole entry, looked up, one chain of several): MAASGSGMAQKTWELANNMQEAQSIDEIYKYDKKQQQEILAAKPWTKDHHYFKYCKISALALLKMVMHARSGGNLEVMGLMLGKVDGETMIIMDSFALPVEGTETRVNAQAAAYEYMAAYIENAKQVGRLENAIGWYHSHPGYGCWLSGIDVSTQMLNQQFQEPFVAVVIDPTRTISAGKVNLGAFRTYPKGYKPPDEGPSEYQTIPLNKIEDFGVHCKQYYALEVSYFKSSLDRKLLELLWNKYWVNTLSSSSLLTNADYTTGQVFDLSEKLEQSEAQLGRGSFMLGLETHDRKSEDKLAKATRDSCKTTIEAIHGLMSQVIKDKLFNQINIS
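Assay system: HEK293T-derived human Csn5 enzyme; quantity: 0.24 nM enzyme; medium: Tris/NaCl/DTT buffer, pH 7.5; also added: substrate SCFSkp2-Nedd8OG, 10 nM; doses: 12.5 µM compound; schedule: 90 min reaction at room temperature; signal: FP; read-out: % inhibition of substrate cleavage by Csn5; benchmarks: substrate-only high control, full reaction low control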
Scp1 inh = Scp-1 phosphatase inhibitors, primary screen, biochemical, colorimetric, uHTS; Recombinant Scp1, phosphopeptide, malachite green phosphate absorbance; 340,000 compounds, 0.88% hits; Carboxy-terminal domain RNA polymerase II polypeptide A small phosphatase 1 (Homo …; AID 493091, 2011; inhibition, % at 20 µM;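 active = inhibition above about 50% at 20 µM, limit read from the data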;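 note: plate controls were DMSO wells with enzyme for no effect and wells lacking enzyme for full effect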
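Material: truncated SCP-1 phosphatase (76-261aa) / Buffer or medium: 50 mM Tris acetate pH 5.5, 0.005% Tween-20, 10 mM MgCl2 / Compound dosing: one concentration, 20 µM, with 1.0% DMSO / Incubation: 45 min room-temperature reaction, 5 min colour, 30 min stabiliser / Detection: colorimetric free-phosphate detection, absorbance 630 nm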
NadD block = inhibitors of S. aureus NadD, primary screen, biochemical, colorimetric, uHTS. Nicotinate-nucleotide adenylyltransferase NadD (Staphylococcus aureus N315). purified NadD enzyme, colorimetric absorbance read-out. inhibition, % at 20 µM. 360,000 compounds, 0.78% hits. AID 602399, 2012; in the data active = inhibition above about 26%; note: some compounds past the cut are filed as inactive
MsrA inhibitor = bovine MsrA enzyme inhibitors, primary screen, biochemical, absorbance, HTS | Methionine sulfoxide reductase A (Bos taurus) | purified bovine MsrA, absorbance read-out | inhibition, % at 15.5 µM | 360,000 compounds, 0.75% hits | AID 651718, 2012; in the data active = inhibition above about 4.5%;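 note: 0% = vehicle wells with enzyme and 100% = reference inhibitor wells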
SUMO1-SIM PPI = modulators of SUMO1 protein-protein interactions, primary screen, biochemical, uHTS; Small ubiquitin-related modifier 1 (Homo sapiens), P63165; SUMO1 binding to a labelled peptide, TR-FRET, 1 h; inhibition, % at 20 µM; 360,000 compounds, 0.33% hits; AID 602429, 2012; in the data active = inhibition above about 37%
Target sequence (P63165 whole entry, looked up): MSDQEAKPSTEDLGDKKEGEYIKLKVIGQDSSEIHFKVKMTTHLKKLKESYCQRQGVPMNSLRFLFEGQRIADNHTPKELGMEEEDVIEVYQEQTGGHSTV
* marks the source's active call; other numbers are inactive results; i = inactive; nt = no result given.

Each structure is followed by: Tb MetRS inh	Rpn11 inh	LMPTP inh	STEP inh	DNMT1 inh	CSN inh	Scp1 inh	NadD block	MsrA inhibitor	SUMO1-SIM PPI
> O=C(O)c1ccc2c(c1)C(c1ccccc1)OC2=O (centres undefined)
  -0.7	i	-2.2	-1.6	5.4	-1.0	-4.7	10.2	-0.2	-1.9
> O=c1[nH]c(CSc2nnnn2-c2ccccc2)nc2ccccc12
  0.2	i	-0.6	-0.9	1.8	-2.8	-3.4	0.5	-1.1	4.6
> CC(=O)Oc1ccc(/C=N/NS(=O)(=O)c2ccccc2)cc1
  -0.7	i	-0.2	0.0	-3.6	-3.1	-4.2	-0.2	2.5	-5.9
> O=C(CNC(=O)c1ccccn1)N=Nc1c(O)[nH]c2ccccc12
  -0.4	i	2.9	-0.7	1.1	-0.9	-7.7	0.8	1.8	-11.6
> CN1CC=C2C(C#N)=C(N)C(C#N)(C#N)C(CCc3ccccc3)C2C1 (centres undefined)
  0.4	i	-0.4	-1.5	-2.7	-13.1	0.3	-0.7	nt	-3.9
> CC1CN(CC(O)COC(c2ccccc2)c2ccccc2)CC(C)O1 (centres undefined)
  -1.0	i	-0.8	-2.0	2.3	2.0	-2.7	-3.0	0.1	2.1
> COCCn1c(SCC(=O)NC(=O)NC(C)(C)C)nc2ccccc21
  -0.4	i	0.2	-5.4	-3.2	0.1	0.2	-1.1	-0.1	9.2
> O=S(=O)(c1ccc(Cl)cc1)N1CCN(C(=S)NCC2CCCO2)CC1 (centres undefined)
  0.1	i	0.5	2.1	2.5	0.9	-3.1	-7.7	0.9	-4.6
> CN(C)CCn1cnc2c(c1=N)C(c1ccccc1)c1ccc3ccccc3c1O2 (centres undefined)
  -1.0	i	-4.9	4.2	-3.3	3.3	-9.7	-4.1	-0.7	-27.7
> COC(=O)[C@H](Cc1ccccc1)N1C/C=C\COc2c(Cl)cc(Cl)cc2S1(=O)=O
  -1.0	i	5.5	-6.1	81.6*	-5.4	-6.6	-1.8	0.1	9.2
> O=C(COC(=O)CC1CC2CCC1C2)NCc1ccc(Cl)cc1 (centres undefined)
  -0.1	i	0.0	-0.7	3.1	-2.2	-9.5	-2.2	0.3	3.0
> CCn1c(C(C#N)/C(=N\S(=O)(=O)c2cccs2)c2ccccc2)nc2ccccc21 (centres undefined)
  -1.2	i	0.6	-0.1	1.3	4.9	0.5	3.8	2.3	2.8
> CCCCN(CCCC)Cc1cc(=O)oc2ccc3ccccc3c12
  -0.2	i	4.9	2.0	8.8	0.9	nt	10.9	-0.1	2.5
> Cc1cccc(NC(=O)c2c(O)c3ccccc3n(C)c2=O)c1
  -1.0	i	0.0	0.6	4.1	0.8	-1.2	-2.3	-1.0	-5.0
> Cc1ccc(C)c2sc(NC(=O)c3ccc(N4CCCCC4)c([N+](=O)[O-])c3)nc12
  -0.1	i	2.2	-2.5	-1.3	2.1	-2.7	23.5	-1.4	0.4
> COc1cc([N+](=O)[O-])cc(/C=N/NC(=O)Cn2nc(C)cc2C)c1O
  -0.9	i	1.2	2.8	3.4	3.0	5.5	-1.8	0.7	-38.6
> COC(=O)c1ccc(NC(=O)CSc2nncn2C)cc1
  0.0	i	-3.8	-3.6	-0.6	2.1	-12.7	-7.3	-1.3	-5.3
> Cc1nnc2c(-c3ccccc3)nc3ccccc3n12
  -0.4	i	0.1	-5.1	3.9	1.1	-8.5	-0.6	0.2	-29.6
> CCN(CC(=O)NCc1cccs1)C(=O)COc1cccc(C(F)(F)F)c1
  -0.3	i	-0.6	-2.1	-1.6	-0.1	-7.5	-4.5	0.0	7.0
> Cc1ccc(C)c2[nH]c(=O)c(CCNC(=O)Cc3cccs3)cc12
  -0.3	i	-0.8	0.1	1.5	-2.7	-0.2	3.3	0.6	1.2
> COc1ccc(C(=O)Nc2ccc(NS(=O)(=O)c3ccccc3)cc2)cc1OC
  0.3	i	1.1	0.4	3.1	0.5	-7.2	-7.3	0.0	1.9
> CCCOC(=O)C1NC(=O)N2C(C(=O)OCCC)C(C)(C)S[C@H]12 (some centres undefined)
  -0.3	i	0.4	1.4	3.0	-4.3	-11.3	-2.3	-0.3	8.3
> CC(=O)Nc1ccc(CNc2nc(NC(C)C)nc3ccsc23)cc1
  0.0	i	49.1	0.8	-1.3	-7.0	nt	1.7	0.1	-0.1
> CCOP(=O)(OCC)C(Nc1ccc([N+](=O)[O-])cc1)c1ccc(Cl)cc1 (centres undefined)
  -0.6	i	1.2	1.0	-1.6	0.3	-8.1	4.5	1.4	4.4
> Cc1nn(-c2ccccc2)c(Cl)c1/C=N/NC(=O)OC(C)(C)C
  0.1	i	0.4	-1.9	1.3	2.5	-7.6	-7.0	0.5	1.3
> CC1CN(C(=O)c2cccs2)CC(C)O1 (centres undefined)
  0.1	i	-0.6	2.7	-0.1	-1.3	0.9	-1.8	0.0	8.7
> COc1ccc(OCC(=O)Nc2ccc(S(=O)(=O)Nc3cc(C)nc(C)n3)cc2)cc1
  -0.1	i	-0.2	-1.5	-0.6	-1.4	-4.2	-2.5	0.5	6.7
> O=C(NCCCCc1ccccc1)c1ccc(Br)o1
  0.1	i	-0.5	-3.1	4.0	2.5	-1.3	-1.6	-0.1	-1.1
> CCCCNC(=O)c1cc(C)nn1-c1ccccc1
  -0.3	i	-2.1	-2.2	-3.5	-1.9	-1.8	-2.7	1.3	-5.2
> O=C(NC1=C(Nc2ccc(F)cc2)C(=O)c2ccccc2C1=O)c1ccc(Cl)cc1
  -0.6	i	3.4	2.2	-17.1	-0.1	-8.0	0.6	0.2	-7.9
> O=[N+]([O-])c1nc2ccccc2[nH]1
  -0.3	i	-1.8	-1.0	4.4	2.7	4.7	-1.3	0.6	-21.6
> Cc1nc2ccccc2c2oc(C(=O)N3CC(C)CC(C)C3)cc12 (centres undefined)
  -0.6	i	1.3	-0.6	4.9	0.4	2.5	2.9	-1.0	-3.3
> Cc1cc(S(=O)(=O)N2CCc3ccccc3C2)ccc1F
  1.3	i	-0.6	-2.6	-1.4	3.6	-6.0	-1.7	1.0	1.6
> COc1cc(CC(NC(C)=O)C(=O)NC2CCN(C(=O)C3CC3)CC2)cc(OC)c1 (centres undefined)
  -0.5	i	2.1	-3.5	2.0	-5.2	3.2	-6.4	0.6	-4.6
> CCOC(=O)c1sc(NC(=O)Cc2c(F)cccc2Cl)nc1C
  -0.7	i	0.7	-5.2	7.8	3.9	-4.9	-8.4	-1.6	-2.7
> CC(C)[C@H]1CN=C2N(C[C@H](C)NC(=O)CCC3CCCCC3)[C@H](Cc3ccc(O)cc3)CN21
  -0.3	i	12.6	23.4	-1.0	74.4*	10.2	0.3	0.8	52.8*
> CC1CC1C(=O)OCC(=O)NNC(=O)c1ccc([N+](=O)[O-])cc1 (centres undefined)
  0.3	i	-1.2	1.3	4.1	-3.1	-6.8	-1.3	0.9	-29.7
> O=C(NCc1ccccc1)N1CCC(n2cnc3cc(F)ccc32)CC1
  0.5	i	-1.1	-1.6	-1.0	2.2	-3.6	-1.2	0.3	-2.7
> Cc1ccc(OCC(=O)N/N=C\c2ccco2)c(C)c1
  -0.5	i	0.0	2.6	0.3	2.5	-3.7	-6.1	-0.7	-13.0
> COc1cc(NC(=O)N2c3ccccc3Sc3ccccc32)c(C(=O)O)cc1OC
  0.4	i	0.8	-0.9	0.4	1.4	-3.7	7.9	0.8	-4.3
> CC(C)CC(=O)N1CCN(CC2CC=CCC2)CC1 (centres undefined)
  -0.4	i	-1.9	0.9	-0.9	6.3	-4.2	1.4	-1.0	-0.3
> CN(C(=O)CSc1nc(O)cc(=O)n1C1CCCC1)c1ccccc1
  -0.5	i	0.7	-0.3	-3.5	1.8	-5.8	0.1	0.5	5.5
> Cc1ccc(C(C)NC(=O)c2cccnc2)cc1 (centres undefined)
  -0.2	i	-0.5	-1.3	1.6	-0.2	-9.8	-6.0	0.4	10.0
> COc1cccc2c1Oc1ncccc1N(C(=O)CCC(=O)NCc1ccccc1)C2
  -0.7	i	3.1	6.8	-7.0	-3.1	-6.5	-3.9	-1.4	0.7
> CCOc1ccc(NC(=O)N2CCC(n3nnc4ccccc43)CC2)cc1
  -0.1	i	-0.7	-0.3	-9.1	5.7	-5.6	5.6	-0.5	-0.6
> CCC(C)(O)c1[nH]c2ccc(C(=O)OC)cc2c1C (centres undefined)
  0.0	i	-1.0	-2.3	-2.4	-0.8	7.2	-5.6	-0.1	2.0
> O=C(NC1CCCN(c2ccc(C(F)(F)F)cn2)C1)c1ccnc(Cl)c1 (centres undefined)
  -0.3	i	0.7	0.2	2.5	0.5	-7.8	-5.9	-0.9	4.5
> Nc1nc(NCc2ccco2)nc(N2CCCC2)c1[N+](=O)[O-]
  -0.5	i	3.9	-1.1	0.2	-2.8	-7.2	-4.3	1.8	-0.1
> Cc1ccc(S(=O)(=O)NCC(=O)N(CC2CCCO2)C(C(=O)NC2CCCCC2)C(C)C)cc1 (centres undefined)
  -0.6	i	0.8	-2.2	0.9	3.3	1.8	-7.4	0.3	2.0

Source: PubChem BioAssay (several laboratories)
